Source: PubChem BioAssay (several laboratories)
HIV fusion peptide: cell-free HIV fusion peptide-binding blockers – biochemical, uHTS, fluorescence dequenching, primary screen (AID 1986); cell-free peptide binding, fluorescence dequenching, 30 min; higher % means a stronger effect; inhibition, % at 20 µM, or IC50 in µM where a hit was titrated; hit rate 0.3% among 290,000; in the data active = inhibition mostly above about 52%, no sharp cut-off; inactive = mostly below about 76%; note: some results filed as inactive read as strong as hits
GPR55 antagonists: GPR55 antagonists blocking LPI-driven arrestin recruitment, primary screen, imaging, U2OS, beta-arrestin-GFP, LPI agonist (AID 2013) | inhibition, % at 10 µM; hits with a dose series show IC50 in µM | hit rate 0.13% among 290,000 | U2OS GPR55 beta-arrestin-GFP translocation imaging, LPI antagonism; higher % means a stronger effect;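 active = spots per cell inhibited over 60%, with over 100 cells counted and total cytoplasm intensity under 500,000; inconclusive = wells with under 100 cells, flagged as likely toxic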;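 note: U2OS cells stably carrying GPR55 and arrestin-GFP stimulated by 5 µM LPI near EC80; imaged beta-arrestin-GFP aggregate spots per cell after agonist stimulation; plate controls were LPI-stimulated DMSO wells for no effect and DMSO wells without LPI for full effect; some results filed as inactive read as strong as hits; confirmed hits need IC50 under 10 µM and bright autofluorescent wells are also inconclusive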
MgcRacGAP inhibition: MgcRacGAP GTPase-activating activity inhibitors, confirmation, biochemical, ADP Hunter fluorescence; inhibition, % at 30 µM, or IC50 in µM where a hit was titrated; AID 624330; hit rate 0.6% among 340,000; MgcRacGAP-stimulated Rac1 GTP hydrolysis, ADP Hunter fluorescence; higher % means a stronger effect; GST-tagged Rac1 F28L mutant substrate;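 active = first-screen hits whose inhibition reached a set limit at any dose in the follow-up dose series; inconclusive = inhibition above the set first-screen limit but never retested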;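 note: fluorescence reports GDP produced by GAP-driven GTP hydrolysis; strong numbers were not always called active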
PhoP inhibition: PhoP-dependent GFP reporter repression – Salmonella Typhimurium, primary screen (AID 1863). S. Typhimurium PhoP-regulated promoter GFP reporter, 4 h; higher % means a stronger effect. one-dose inhibition, % at 50 µM; IC50 in µM for titrated hits. hit rate 0.16% among 300,000;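 active = inhibition over 29.93%, a cutoff 3 SD above the screen mean, later confirmed by dose response; inconclusive = inhibition over 29.93% but no dose response follow-up; inactive = inhibition at most 29.93% or unconfirmed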;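 note: 0% = low Mg2+ inducing control and 100% = high Mg2+ repressing control; strong numbers were not always called active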
NTR1 ag: NTR1-driven beta-arrestin-GFP spot formation – imaging, U2OS cells, high content, primary screen (AID 493036) | agonist mode | P30989 | hit rate 0.17% among 330,000 | activation, % at 20 µM;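 active = activation at or above 40% of the spot to cytoplasm intensity ratio, with at least 20 cells analyzed; inconclusive = wells under 20 cells, flagged as cytotoxic or low count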;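 note: 0% = DMSO without peptide and 100% = 100 nM NTR1 peptide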
Target sequence (P30989 whole entry, looked up): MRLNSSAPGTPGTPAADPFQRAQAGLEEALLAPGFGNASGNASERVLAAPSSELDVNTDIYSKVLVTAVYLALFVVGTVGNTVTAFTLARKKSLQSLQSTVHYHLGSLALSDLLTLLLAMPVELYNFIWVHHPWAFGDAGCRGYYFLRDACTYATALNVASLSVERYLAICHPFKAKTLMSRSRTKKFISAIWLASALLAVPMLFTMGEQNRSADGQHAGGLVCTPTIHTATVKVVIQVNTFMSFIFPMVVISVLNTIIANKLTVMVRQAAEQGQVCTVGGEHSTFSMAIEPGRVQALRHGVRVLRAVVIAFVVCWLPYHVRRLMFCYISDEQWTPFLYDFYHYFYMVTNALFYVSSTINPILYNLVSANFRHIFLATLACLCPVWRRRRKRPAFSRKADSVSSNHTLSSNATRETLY
LYP phosphatase: PTPN22 lymphoid phosphatase activity blockers – biochemical, fluorescence intensity, uHTS (AID 1779); recombinant LYP phosphatase, fluorescence intensity; higher % means a stronger effect; inhibition, % at 11.5 µM; hits with a dose series show IC50 in µM; hit rate 0.054% among 290,000; in the data active = inhibition above about 50%;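 note: plate controls were vehicle with enzyme for no effect and no enzyme for full effect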
Siah-1 displacement: blockers of Siah-1 interaction with plectin peptide – biochemical, fluorescence polarization, rhodamine-plectin, uHTS, primary screen (AID 1817); Siah-1 / rhodamine-plectin peptide fluorescence polarization; higher % means a stronger effect; displacement, % at 20 µM, or IC50 in µM where a hit was titrated; hit rate 0.02% among 290,000;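 active = displacement of at least 50% at 20 µM, with a fluorescence ratio check between 0.3 and a set limit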;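 note: plate controls were Siah plus tracer with DMSO for no effect and tracer alone without Siah for full effect; strong numbers were not always called active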
Myeloid diff MLP: myeloid differentiation induction; calls only at 10 µM; hit rate 1% among 360,000; AID 624256; ER-HoxA9 myeloid progenitors, lysozyme-GFP differentiation, flow cytometry;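 active = normalized GFP-positive differentiation at or above the plate's own cutoff, the solvent-only control mean plus 3 SD; inconclusive = no clear call, values can overlap the other calls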;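 note: cells exposed to compound for four days before flow analysis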
GPR35 arrestin U2OS: inhibition of zaprinast-stimulated GPR35 beta-arrestin translocation – imaging, U2OS, beta-arrestin-GFP, zaprinast agonist, primary screen (AID 2058); U2OS GPR35 beta-arrestin-GFP translocation imaging, zaprinast antagonism; higher % means a stronger effect; inhibition, % at 10 µM; hits with a dose series show IC50 in µM; hit rate 0.052% among 290,000;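 active = inhibition of at least 50% with at least 30 cells and total cytoplasm GFP at most 10,000,000; inconclusive = under 30 cells or total GFP of 10,000,000 plus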
NTR1 ag cell count 20 µM: recorded beside NTR1 ag, whose call it bears; cell count; measured here: cell count, cytotoxicity flag
Myeloid diff MLP GFP+ MAC1+ %: further read-out of Myeloid diff MLP, marked with its call; GFP+ MAC1+ double positive, %; measured here: differentiation confirmed by MAC1 staining
Starred values were filed as active, the others as inactive; i = inactive; ? = inconclusive; . = not tested or not shown; + = active, no number.

SMILES	HIV fusion peptide	GPR55 antagonists	MgcRacGAP inhibition	PhoP inhibition	NTR1 ag	NTR1 ag cell count 20 µM	LYP phosphatase	Siah-1 displacement	Myeloid diff MLP	Myeloid diff MLP GFP+ MAC1+ %	GPR35 arrestin U2OS
Cc1cc(C)cc(NC(=O)C2CCCN2S(=O)(=O)c2cccc3cccnc23)c1 (configuration not stated)	-2.9%	13%	6%	1%	0.8	61	-6%	-3%	i	1.4	-3%
O=C(CCl)N1CCN2C(=O)c3ccccc3C12c1ccc(Cl)cc1 (configuration not stated)	7.2%	36%	5%	-2%	4.0	45	-8%	5%	i	0.3	0%
Cc1ccc(CNC(=O)c2ccc(NC3=NC4CS(=O)(=O)CC4S3)cc2)cc1 (configuration not stated)	-0.3%	4%	2%	.	0.3	80	-11%	-4%	i	1.0	-6%
CN(C)C(CNC(=O)/C=C/c1cccc(Cl)c1)c1ccccc1 (configuration not stated)	0.0%	14%	1%	1%	-1.2	58	-6%	0%	i	0.8	7%
O=C(NCc1cccs1)C(=O)NCC1OCCCN1S(=O)(=O)c1ccc(F)cc1 (configuration not stated)	0.9%	6%	6%	-3%	0.6	48	2%	2%	i	0.3	3%
CCCCc1ccc(NC(=O)CSc2nc(=O)n(CCN3CCOCC3)c3c2CCC3)cc1	.	.	4%	-7%	1.6	64	.	.	i	0.5	.
O=c1c2ccccc2c2ccccc2c(=O)n1Cc1cccnc1	1.6%	-3%	13%	6%	-0.1	69	-5%	0%	i	5.9	6%
NS(=O)(=O)c1ccc(O)c(NC(=O)c2ccc([N+](=O)[O-])cc2)c1	-1.8%	-7%	6%	9%	0.6	83	3%	-1%	i	0.1	-2%
Cc1ccc(-n2cccc2/C=C2/C(=N)N3C(=NC2=O)SN=C3S(C)(=O)=O)cc1	77%*	11%	24%	-1%	-0.7	67	5%	26%	i	0.2	3%
Cc1cccc(-c2nc(Nc3cccc(O)c3)c3ccccc3n2)c1	0.9%	-2%	4%	7%	53*	64*	0%	0%	i	0.5	-7%
CC1CN(C(=O)CCc2cc(C(C)(C)C)c(O)c(C(C)(C)C)c2)CC(C)O1 (configuration not stated)	0.0%	10%	8%	1%	1.4	69	-4%	-1%	i	2.9	-11%
O=c1[nH]c(-c2ccccn2)nc(C(F)(F)F)c1Br	-0.4%	-7%	6%	5%	0.9	111	-5%	0%	i	0.1	5%
CCOC(=O)N1CCN(c2ccc(C(C)=O)cc2F)CC1	0.9%	2%	8%	-2%	0.9	77	20%	-2%	i	0.7	-11%
COc1cc(CN(C(=S)NCC(=O)O)C2CCCC2)cc(OC)c1OC	-0.9%	-5%	-2%	-6%	-0.7	44	-6%	-2%	i	0.7	7%
CC(=O)N/C(=C\c1cccs1)C(=O)O	4.0%	10%	5%	-6%	-1.0	96	-6%	-2%	i	0.2	7%
CC(=O)Nc1ccc(/C(C)=N\NC(=O)c2ccc(-c3ccccc3)cc2)cc1	-1.4%	-4%	.	-7%	-0.8	99	-11%	-3%	.	.	-6%
O=C(O)c1ccc(COc2ccc3ccccc3c2/C=C2/NC(=O)N(c3ccccc3)C2=O)cc1	-3.6%	2%	11%	10%	2.4	80	-7%	-1%	i	1.4	10%
O=C1C(Cl)=C(NCC2CCCO2)C(=O)N1c1cccc(Cl)c1Cl (configuration not stated)	2.4%	17%	6%	-6%	-0.9	56	-6%	-1%	i	0.9	-1%
Cc1ccc(OCCCC(=O)Nc2ccccc2C(F)(F)F)cc1	-1.1%	-6%	6%	0%	2.9	52	0%	-2%	i	0.1	11%
O=C(c1ccco1)N1CCN(C(=S)NC2CC3CCC2C3)CC1 (configuration not stated)	3.7%	6%	5%	8%	-1.1	52	-4%	3%	i	0.8	2%
CC(C)C(O)C1CCN(Cc2nc(Cc3ccccc3Cl)no2)CC1 (configuration not stated)	1.2%	-13%	9%	6%	-1.3	80	-7%	6%	i	0.4	2%
N#Cc1ccc(-c2csc(NC3=NCCCCC3)n2)cc1	-3.5%	5%	-1%	6%	.	.	-3%	3%	i	0.1	-1%
O=C(CN1CCOCC1)Nc1c(C(=O)C2CC2)oc2ccccc12	-2.2%	-3%	3%	-5%	0.6	78	-5%	-3%	i	0.3	14%
O=C(CN1C(=O)C2CCCCC2C1=O)Nc1ccc(S(=O)(=O)Nc2ncccn2)cc1 (configuration not stated)	-1.7%	2%	1%	-2%	4.2	36	-8%	-1%	i	1.1	-20%
CCN(CC)CC(=O)NN(Cc1ccccc1)c1ccccc1	-0.9%	2%	108µM*	.	0.3	29	-4%	6%	i	0.0	6%
Carrying on.
SMILES	HIV fusion peptide	GPR55 antagonists	MgcRacGAP inhibition	PhoP inhibition	NTR1 ag	NTR1 ag cell count 20 µM	LYP phosphatase	Siah-1 displacement	Myeloid diff MLP	Myeloid diff MLP GFP+ MAC1+ %	GPR35 arrestin U2OS
Nc1nc(CSc2ncn[nH]2)nc(Nc2ccc(F)cc2)n1	1.5%	-8%	6%	15%	-1.4	90	0%	7%	i	0.4	6%
Cc1nn(C)c(C)c1S(=O)(=O)N(CC(=O)NCCN1CCOCC1)c1ccc(C(C)C)cc1	-0.4%	1%	-1%	6%	-2.0	88	-2%	2%	i	1.8	-15%
Nc1c(N2CCCCC2)c2ccccc2oc1=O	1.9%	6%	-7%	-9%	2.4	72	-1%	0%	i	0.1	-10%
CN1CCN(C(=O)CC2(CC(=O)O)CCCC2)CC1	-1.0%	9%	0%	-1%	1.1	35	-2%	-3%	i	0.4	-6%
CCOC(=O)c1sc(NC(=O)C(C)Sc2nnc(N)s2)nc1C (configuration not stated)	-0.9%	0%	-3%	-10%	0.3	36	-9%	-3%	i	0.1	18%
COc1ccc(CNC(=O)/C(C#N)=C/c2cccc(OC)c2OC)cc1	-0.2%	-1%	10%	-4%	29	91	-3%	-1%	i	0.4	12%
CCOP(=O)(OCC)c1nc(-c2ccc(C)cc2)oc1NCc1ccccc1	-0.4%	4%	8%	-3%	5.6	65	-4%	2%	i	0.2	-16%
O=C(CCl)Oc1ccc2occ(C(=O)c3cccs3)c2c1	-1.1%	2%	25%	9%	7.3	106	5%	1%	i	0.5	10%
COc1ccc(S(=O)(=O)CCc2nc3ccccc3s2)cc1	3.4%	-7%	10%	4%	-0.8	46	-8%	0%	i	1.4	3%
Cc1cccc(C(CC(=O)O)NC(=O)C(F)(F)F)c1 (configuration not stated)	0.3%	-8%	2%	1%	-0.9	61	3%	2%	i	0.3	21%
COc1ccc(Cl)cc1NC(=O)CSc1nc(-c2ccccc2)cc(=O)[nH]1	2.1%	-10%	9%	13%	0.2	54	-3%	4%	i	0.8	-8%
COc1ccc(Cc2noc(CN3CCN(C4CCc5ccccc5C4)CC3)n2)cc1OC (configuration not stated)	-0.4%	0%	.	2%	0.8	42	-10%	-8%	i	0.1	-12%
COc1ccc(N2C(=O)/C(=C/c3cccs3)NC2=S)cc1	-1.6%	1%	9%	-1%	2.5	59	10%	-7%	i	0.4	4%
CC(C)C[C@H](NC(=O)c1nc[nH]c1C(=O)N1CCN(c2ccccc2)CC1)C(=O)OC(C)(C)C	-1.1%	6%	8%	-1%	3.0	62	2%	6%	i	0.7	2%
CCNC(=O)NC(=O)CSc1nc2ccccc2n1CC(C)C	-2.2%	4%	2%	-5%	0.4	45	-5%	-1%	i	1.0	12%
CCC(=O)NC(=S)Nc1cccc(Cl)c1N1CCCC1	-0.7%	0%	1%	-1%	14	50	-3%	-6%	i	0.1	-6%
COC(=O)C(NC(C)=O)(Nc1ccc(C)cn1)C(F)(F)F (configuration not stated)	-1.2%	2%	-10%	.	-0.4	46	-6%	-8%	i	1.0	21%
COc1cc(/C=C2/SC(=S)N(Cc3ccccc3)C2=O)cc(Cl)c1O	119%*	?	10%	1%	.	.	10%	i	+	12*	74%*
Cc1ccc(CNC(=S)Nc2ccc(C)c([N+](=O)[O-])c2)cc1	-0.5%	-1%	5%	-1%	6.7	82	-3%	2%	i	0.8	7%
COC(=O)c1nn(-c2ccccc2)nc1-c1nn(-c2ccccc2)nc1C(=O)OC	-1.0%	12%	3%	-21%	2.5	49	-1%	0%	i	0.2	10%
Cc1cc(C)n2cc(CSCC(=O)O)nc2n1	0.4%	9%	2%	0%	-0.2	45	-10%	2%	i	0.5	-1%

6 records picked at random from those above:
SMILES	HIV fusion peptide	GPR55 antagonists	MgcRacGAP inhibition	PhoP inhibition	NTR1 ag	NTR1 ag cell count 20 µM	LYP phosphatase	Siah-1 displacement	Myeloid diff MLP	Myeloid diff MLP GFP+ MAC1+ %	GPR35 arrestin U2OS
Nc1c(N2CCCCC2)c2ccccc2oc1=O	1.9%	6%	-7%	-9%	2.4	72	-1%	0%	i	0.1	-10%
CC(C)C(O)C1CCN(Cc2nc(Cc3ccccc3Cl)no2)CC1 (configuration not stated)	1.2%	-13%	9%	6%	-1.3	80	-7%	6%	i	0.4	2%
O=C1C(Cl)=C(NCC2CCCO2)C(=O)N1c1cccc(Cl)c1Cl (configuration not stated)	2.4%	17%	6%	-6%	-0.9	56	-6%	-1%	i	0.9	-1%
O=C(O)c1ccc(COc2ccc3ccccc3c2/C=C2/NC(=O)N(c3ccccc3)C2=O)cc1	-3.6%	2%	11%	10%	2.4	80	-7%	-1%	i	1.4	10%
CCC(=O)NC(=S)Nc1cccc(Cl)c1N1CCCC1	-0.7%	0%	1%	-1%	14	50	-3%	-6%	i	0.1	-6%
COc1ccc(S(=O)(=O)CCc2nc3ccccc3s2)cc1	3.4%	-7%	10%	4%	-0.8	46	-8%	0%	i	1.4	3%
